# MsrA inhibitor: bovine MsrA inhibition | purified bovine MsrA, absorbance read-out | inhibition, % at 15.5 µM | 0.75% of 360,000 active; in the data active means inhibition above about 4.5%;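 further: 0% = vehicle wells with enzyme and 100% = reference inhibitor wells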
# * hit, by the source's call.
SMILES	MsrA inhibitor
O=S(=O)(c1ccc(C(F)(F)F)cc1)N1CCCc2nc(-c3ccc(F)cc3)ccc21	-0.3
COc1ccc2nc(NC(=O)/C=C/c3ccc4c(c3)OCO4)sc2c1	1.2
Cc1ccccc1CC1S/C(=N/N=C/c2ccco2)NC1=O (stereo not given)	2.9
Cc1ccc(/C=C2\SC(N3CCCC3)=NC2=O)cc1	4.6*
[O-][n+]1ccccc1C(O)CSc1ccccc1 (stereo not given)	0.2
CCOC(=O)c1[nH]c2ccc(OC)cc2c1NC(=O)C(C)N1CCSCC1 (stereo not given)	2.3
O=C(NCC1CCN(C(=O)C(=O)c2cc3ccccc3o2)CC1)c1cccnc1	2.1
Nc1ccn([C@@H]2O[C@H](C(=O)N[C@H]3CCCCNC3=O)[C@@H](O)[C@H]2O)c(=O)n1	-0.2
O=C1N[C@@H](Cc2ccccc2)C(=O)N2[C@H]1CSCCS2(=O)=O	0.1
COC(=O)c1ccc(C(=O)Nc2nnc(-c3cccnc3)o2)cc1	0.5

# The list goes on.
SMILES	MsrA inhibitor
Cc1ccccc1S(=O)(=O)N1CCCc2nc(C)c(C)cc21	1.1
CC(C)C[C@H]1COc2ccc(Cl)cc2S(=O)(=O)N1	-0.5
CCCc1nc2c(C)cc(Br)cn2c1Cc1cccc(Cl)c1	0.8
C[C@@H]1CN([C@@H](C)CO)C(=O)CCCn2cc(nn2)CO[C@H]1CN(C)C(=O)Nc1cccc(Oc2ccccn2)c1	-0.8
Cc1[nH]nc2c1C(c1ccc(Br)cc1)NC2=O (stereo not given)	0.6
COC(=O)c1cc2c(c3c4ccccc4n(S(=O)(=O)c4ccccc4)c13)C(=O)N(Cc1ccc(C(F)(F)F)cc1)C2	1.3
C[C@H](CO)N1C[C@H](C)[C@@H](CN(C)Cc2ccc(C(=O)O)cc2)OCCCC[C@H](C)Oc2ccc(NC(=O)CCC(F)(F)F)cc2C1=O	-0.1
COC(=O)/C=C1\OC(C)c2ccccc21 (stereo not given)	-0.3
O=C(Nc1ccccc1)n1ccc(-c2ccc(-n3ccnc3)cc2)n1	-0.4
COc1ccccc1CCn1cnc(-c2cccc(Br)c2)c1C(C)C	-0.1

# Remaining list, next part.
SMILES	MsrA inhibitor
CC1(C)OC(=O)C2=C(CC(CCc3ccccc3)OC2c2ccc(Cl)cc2)O1 (stereo not given)	0.4
O=C(NCC1CCN(C(=O)C(=O)c2cc3ccccc3o2)CC1)c1ccncc1	1.5
COC(=O)C1=C(C)N(Cc2ccc(C(F)(F)F)cc2)C(=NCc2ccccc2)NC1c1ccccc1 (stereo not given)	-2.7
Oc1c(C=Nc2cccc3cccnc23)sc2ccccc12	0.2
O=S1(=O)CCC(N(N=Cc2ccco2)c2ccccc2)C1 (stereo not given)	0.8
C/C(=N\Nc1ccc(S(=O)(=O)Nc2ccccc2)cc1[N+](=O)[O-])c1ccncc1	0.4
C=CCN=C1NC(c2cccc(Cl)c2)C(C(=O)OC)=C(C)N1Cc1ccc(C(F)(F)F)cc1 (stereo not given)	-0.2
CCC1=NN2C(=N)/C(=C\c3ccc(OCCOc4ccccc4)c(OC)c3)C(=O)N=C2S1	0.5
CCCCCCCCN1C(=O)[C@@H](CC(=O)NCCCOCCCC)C[C@@]2(C(=O)OC)C1=C[C@H](C1CCCC1)O[C@@H]2C	-0.1
CC(=O)c1cccc(NC(=O)Nc2cnn(Cc3ccc(F)cc3)c2)c1	1.5

# Later entries
SMILES	MsrA inhibitor
OC(c1ccccc1)(c1ccccc1)C1CCN(CCCOc2ccncc2)CC1	-0.3
O=C(NCc1ccccc1)[C@@H]1CCCN1C(=O)[C@H]1CCCN1C(=O)c1cccc2ccccc12	-0.4
Nc1[nH]c(C(=O)c2ccc(Br)cc2)c(-c2ccc(F)cc2)c1C(=O)NCCc1c[nH]c2ccccc12	1.6
COC(=O)[C@]12C[C@H](CC(=O)NCc3cccs3)C(=O)N(Cc3ccccc3)C1=C[C@H](C(C)(C)C)O[C@@H]2C	-0.4
Cc1ccc(N(C(=O)c2ccn[nH]2)C(C(=O)NC2CCCC2)c2cccs2)cc1 (stereo not given)	-0.8
O=C(/C=C(\Nc1ccc(Cl)c(C(F)(F)F)c1)c1ccccc1)c1ccccc1	0.0
Cc1noc(C)c1NC(=O)Nc1ccc2c(c1)C(=O)N([C@H](C)CO)C[C@H](C)[C@H](CN(C)Cc1ccncc1)OCCCC[C@@H](C)O2	-0.2
COc1ccc(OC)c(CN(CC(C)C)S(=O)(=O)c2ccccc2Br)c1	0.2
COC(=O)C1=C(C)N(Cc2cccc(C(F)(F)F)c2)C(=NCc2ccc(OC)cc2)NC1c1cccc(C(F)(F)F)c1 (stereo not given)	1.1
COc1cccc(CNC(=O)[C@H]2CCCN2C(=O)[C@H]2CCCN2C(=O)c2ccc(Cl)cc2)c1	-0.2

# The list continues:
SMILES	MsrA inhibitor
CCc1cccc(Nc2cc(C)n(-c3cccc(CC)c3)c(=O)c2)c1	-1.1
C=CCN1[C@@H](CC(C)C)COc2cccc(NCCCN3CCOCC3)c2S1(=O)=O	-0.4
CN(C(=O)[C@H]1O[C@@H](n2cnc(C(N)=O)n2)[C@H](O)[C@@H]1O)c1ccccc1	-1.3
COC(=O)c1cc2c(c3c4cc(C)ccc4n(S(=O)(=O)c4ccc(C)cc4)c13)C(=O)N(C)C2	1.3
O=C(Nc1c(F)c(F)c(F)c(F)c1F)OC[C@@H]1CSCCS(=O)(=O)N1	-1.6
COc1cc2c(NCCCCCCO[N+](=O)[O-])ncnc2c(OC)c1OC	-0.2
CCCCOCC1CN(CCCC)S(=O)(=O)c2c(cccc2Sc2ccc(OC)c(OC)c2)O1 (stereo not given)	1.0
COC(=O)C1=C(C)N(Cc2ccccc2C(F)(F)F)C(=NCc2ccccc2)NC1c1ccc(C(F)(F)F)cc1 (stereo not given)	-2.8
COC(=O)CCN(Cc1ccc(OC)cc1OC)S(=O)(=O)c1ccccc1Br	-0.3
COc1ccc(C=NN(C)C(=O)Nc2cccc(Cl)c2)cc1OC	0.1

# Some values from above:
# C=CCN1[C@@H](CC(C)C)COc2cccc(NCCCN3CCOCC3)c2S1(=O)=O in MsrA inhibitor → -0.4
# O=C(Nc1c(F)c(F)c(F)c(F)c1F)OC[C@@H]1CSCCS(=O)(=O)N1 in MsrA inhibitor → -1.6

# Back to the main list, repeating the 4 entries before the break.
SMILES	MsrA inhibitor
CCCCOCC1CN(CCCC)S(=O)(=O)c2c(cccc2Sc2ccc(OC)c(OC)c2)O1 (stereo not given)	1.0
COC(=O)C1=C(C)N(Cc2ccccc2C(F)(F)F)C(=NCc2ccccc2)NC1c1ccc(C(F)(F)F)cc1 (stereo not given)	-2.8
COC(=O)CCN(Cc1ccc(OC)cc1OC)S(=O)(=O)c1ccccc1Br	-0.3
COc1ccc(C=NN(C)C(=O)Nc2cccc(Cl)c2)cc1OC	0.1
COc1ccc(OC)c(S(=O)(=O)NCC2CCN(C(=O)C(=O)c3cc4ccccc4o3)CC2)c1	1.0
CC(C)CNc1cccc2c1S(=O)(=O)N[C@H](CC(C)C)CO2	2.1
Nc1nc2c(ncn2[C@@H]2O[C@H](C(=O)N[C@@H](Cc3ccccc3)C(=O)NCC3CCCCC3)[C@@H](O)[C@H]2O)c(=O)[nH]1	0.3
Cc1cc(N2CCN(CC(C)(C)O)C[C@H]2C)ccc1N1CCN(Cc2ccccc2)[C@H](C)C1	2.1
COC(=O)c1[nH]c2ccc(F)cc2c1NC(=O)CCN1CCN(C(=O)c2ccco2)CC1	-0.5
CCCCCCN(C(=O)CCCCCN1C(=O)NC(c2ccc([N+](=O)[O-])cc2)C(C(=O)OCc2ccccc2)=C1C)C(C(=O)NCCCC)c1ccc(OCC(=O)OC)c(C(=O)OC)c1 (stereo not given)	1.8
Cc1ccc(CN(C)C[C@H]2OCc3cnnn3CCCC(=O)N([C@H](C)CO)C[C@@H]2C)cc1	0.0
CC(C)C[C@H]1COc2cc(NCc3ccc(Cl)c(Cl)c3)ccc2S(=O)(=O)N1	-0.3
CCCN1CCCCC(NC(=O)c2c(F)cccc2F)C1=O (stereo not given)	-0.5
COC(=O)C1=C(C)N(Cc2ccccc2C(F)(F)F)C(=NCc2ccc3c(c2)OCO3)NC1c1cccc(F)c1 (stereo not given)	-0.1

# (further entries)
SMILES	MsrA inhibitor
O=C(NCc1ccccc1)[C@@H]1CCCN1C(=O)[C@H]1CCCN1C(=O)c1ccccc1	0.0
S=C(SCc1nc(-c2ccc(Cl)cc2)no1)N1CCSCC1	0.6
COc1ccc(OC)c(S(=O)(=O)CC(=O)c2cc3ccccc3oc2=O)c1	0.0
COC(=O)c1ccc(C)c(NC(=O)Cc2ccc([N+](=O)[O-])cc2)c1	-0.8
CC(=O)c1cc2c(cc1NC(=O)CCC1CCCC1)OCO2	1.4
Cc1ccc(C)c(Cc2c(C)nc3c(C(=O)NCc4ccc5c(c4)OCO5)cnn3c2C)c1	0.6
Cc1cc(C)c(CN2CCN(C(=O)Cn3cc(C)c(=O)[nH]c3=O)CC2)c(C)c1	-1.1
COc1ccc(-c2cccc3c4c([nH]c23)[C@@H]2C[C@H]3[C@@H](C(=O)N2CC4)[C@H](C)ON3C)cc1	0.2
Nc1[nH]c(C(=O)c2ccc(Br)cc2)c(-c2ccc3ccccc3c2)c1C(=O)NCCc1c[nH]c2ccccc12	1.4
CCCC(C)C(=O)NC1CCCCN(C)C1=O (stereo not given)	-0.5

# Going on with the list.
SMILES	MsrA inhibitor
CCCCNC(=O)C[C@H]1C[C@@]2(C(=O)OC)C(=C[C@H](C(C)C)O[C@@H]2C2CC2)N(Cc2ccccc2)C1=O	0.1
COc1ccc(C(=O)N2CCC[C@H]2C(=O)N2CCC[C@@H]2C(=O)NCc2ccccc2)cc1F	-0.2
Nc1[nH]c(C(=O)c2ccccc2)c(-c2cccc(C(F)(F)F)c2)c1C(=O)c1c[nH]c2ccccc12	0.0
CC(=NNc1cc(C)c2cc(C)ccc2n1)c1ccccn1	1.5
CC(C)C[C@H](NC(=O)[C@@H](O)[C@H](N)Cc1ccccc1)C(=O)O	1.6
Nc1[nH]c(C(=O)c2ccc(Br)cc2)c(-c2ccccc2Cl)c1C(=O)NCCc1c[nH]c2ccccc12	1.5
CC1CN(C(=O)c2ccccc2)CCC1=NO (stereo not given)	0.1
C=CCn1c(SCC(=O)Nc2ccccc2OC)nnc1-c1ccco1	0.6
CC(C(=O)N=Nc1c(O)n(C)c2ccc(Br)cc12)n1cnc2ccccc2c1=O (stereo not given)	-0.5
COC(=O)Cn1c(=NC(=O)c2nc3ccccc3s2)sc2cc(S(C)(=O)=O)ccc21	0.1

# (next part)
SMILES	MsrA inhibitor
Cc1[nH]c2ccccc2c1/C=N/Nc1ccccn1	1.0
O=C(Cc1c[nH]c2ccccc12)Nc1ccc(Nc2cccnc2)c(-c2ccc(Cl)c(Cl)c2)c1	0.2
O=C(NCc1ccccc1)[C@@H]1CCCN1C(=O)[C@H]1CCCN1C(=O)c1ccc(F)c(F)c1	0.0
C#CCN1CC(COCCCC)Oc2cccc(F)c2S1(=O)=O (stereo not given)	-0.3
Cc1ccc(NC(=O)[C@@H](Cc2ccccc2)NC(=O)[C@H]2O[C@@H](n3ccc(=O)[nH]c3=O)[C@H](O)[C@@H]2O)cc1C	0.0
COc1ccc(C(=O)C(=O)N2CCN(C(=O)c3ccccc3C(F)(F)F)CC2)cc1OC	1.4
O=C(CSC1CCc2ccccc21)NN=Cc1ccco1 (stereo not given)	-0.9
Cc1ccc(Cl)cc1NC(=O)N(C)CCOC(=O)Nc1cccc(Cl)c1	0.9
Cc1ccccc1C(=O)N[C@H](C(=O)N1CCC[C@H]1C(=O)NC1CCCC1)C1CCCCC1	-0.3
CCOC(=O)C1CSCCS(=O)(=O)N1Cc1ccccc1F (stereo not given)	1.5

# Other compounds follow:
SMILES	MsrA inhibitor
COC(=O)C1=C(C)N(C)C(=NCc2ccc(C(F)(F)F)cc2)NC1c1ccc(F)cc1 (stereo not given)	-1.0
C[C@H]1[C@H](c2ccccc2)Oc2cccc(NCCc3ccccc3)c2S(=O)(=O)N1Cc1cccc(F)c1	-0.4
Cc1cc2c(nc1C)CCCN2S(=O)(=O)c1ccccc1	1.1
CC(C)CCNC(=O)c1ccc(Cl)c(NC(=O)Cc2ccccc2)c1	0.1
COC(=O)c1cc2c(c3c4cc(OC)ccc4n(S(=O)(=O)c4ccc(F)cc4)c13)C(=O)N(C)C2	-0.2
CC(C)C[C@H]1COc2c(Cl)cccc2S(=O)(=O)N1Cc1ccc(F)cc1F	-0.3
CN1C(=O)CN2CCc3ccccc3C2c2cc(Cl)ccc21 (stereo not given)	1.0
NS(=O)(=O)c1ccc(NC(=S)N2CCN(S(=O)(=O)c3ccc(F)cc3)CC2)cc1	-0.2
Cc1nn(C)cc1CNC(=O)C1C2CCC(C2)C1C(=O)O (stereo not given)	-1.3
COC(=O)c1cc2c(c3c4ccccc4n(S(=O)(=O)c4ccc(C)cc4)c13)C(=O)N(Cc1ccccc1)C2	0.6

# (continued)
SMILES	MsrA inhibitor
CCOC(=O)C1=C(Nc2ccc(Br)cc2)C(=O)N(CC)C1	2.9
COC(=O)[C@@H](N[C@H](/C=C/c1ccccc1)[C@@H](O)Cc1ccccc1)c1ccccc1	-0.7
COc1ccc(N2C(=O)c3[nH]nc(-c4ccccc4)c3C2c2ccc(F)cc2)cc1 (stereo not given)	2.0
Cc1cc(C)c2c(=O)c(/C=C3\NC(=S)NC3=O)coc2c1	-1.7
N#Cc1cc([N+](=O)[O-])ccc1NC(=O)COC(=O)CCC1CCCCC1	0.0
COc1cc2c(c(OC)c1OC)CC(c1ccccc1)=C(c1ccccc1)CC2NC(=O)C(F)(F)F (stereo not given)	0.0
C[C@@H]1CN([C@@H](C)CO)C(=O)CCCn2nncc2CO[C@H]1CN(C)Cc1ccc(O)cc1	-0.1
O=C(N[C@H](Cc1ccccc1)C(=O)NC1CCCCC1)[C@H]1O[C@@H](n2ccc(=O)[nH]c2=O)[C@H](O)[C@@H]1O	-0.4
O=C(C(=O)N1CCC(CNS(=O)(=O)c2cccc(C(F)(F)F)c2)CC1)c1cc2ccccc2o1	1.3
CCCc1nc2ccc(C(=O)OC)cn2c1Cc1ccccc1OC	0.1
Nc1c(C(=O)Nc2ccc(Cl)c(Cl)c2)sc2nc(-c3cccnc3)ccc12	0.2
O=C(NCc1ccc(F)cc1)c1cccc2c1C(=O)c1ccc(Cl)cc1S2(=O)=O	-0.3

# This is a subset; count on the stated rates, not on these rows.
